From PubChem BioAssay
RGS4-Gao reg = modulators of RGS4 binding to Galphao, primary screen, biochemical, multiplexed bead flow cytometry. actives lie on both sides. 220,000 tested, 0.33% active. Guanine nucleotide-binding protein G(o) subunit alpha (Homo sapiens), P09471. binding response (% of control), % at 10 µM; in the data active = binding response below about 49% or above about 150%; inactive = in between;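 note: fluorescent Galphao activated with aluminum fluoride binding bead-coupled RGS4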
GSH bead fluor = compound fluorescence on glutathione beads, profiling panel, artefact control, biophysical, 488/530 nm, flow cytometry; GSH beads flow cytometry, compound fluorescence 488/530 nm; stronger effect = higher value; fluorescence (KMESF) at 10 µM; 190,000 tested, 0.25% active; in the data active = fluorescence above about 89;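 note: glutathione beads carrying GST-tagged Bcl family fusion proteins plus one bare bead set; values are compound well signal with DMSO vehicle wells as background; inactives centre near 16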
RGS7-Gao = RGS7-Galphao binding modulators, primary screen, biochemical, multiplexed bead flow cytometry; Guanine nucleotide-binding protein G(o) subunit alpha (Homo sapiens), P09471; actives lie on both sides; binding response (% of control), % at 10 µM; 220,000 tested, 0.35% active; AID 1439, 2008; in the data active = binding response below about 49% or above about 150%; inconclusive = no clear call, values can overlap the other calls; inactive = in between;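 note: fluorescent Galphao held in activated GDP-AlF4 state binding bead-coupled RGS7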
Bim-Bcl-2 = inhibitors of Bim-Bcl-2 binding, primary screen, biochemical, multiplexed, human Bcl-2 family; Bead-based flow cytometry, Bim peptide-Bcl-2 binding; AID 950, 2007; inhibition, % at 10 µM; Apoptosis regulator Bcl-2 (Homo sapiens), P10415; 190,000 tested, 0.06% active; in the data active = inhibition above about 40%; inconclusive = no clear call, values can overlap the other calls;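 note: 0% = no compound wells with probe peptide and 100% = reference peptide inhibitor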
Target sequence (P10415 whole entry, looked up): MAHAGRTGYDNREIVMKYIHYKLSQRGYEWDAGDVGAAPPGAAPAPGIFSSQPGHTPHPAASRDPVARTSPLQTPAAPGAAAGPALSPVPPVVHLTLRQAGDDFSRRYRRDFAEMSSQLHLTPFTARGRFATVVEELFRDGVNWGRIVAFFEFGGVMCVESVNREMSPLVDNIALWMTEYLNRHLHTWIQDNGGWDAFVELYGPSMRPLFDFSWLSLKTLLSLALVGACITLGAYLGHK
ABCB1 block = ABCB1 efflux pump inhibitors, primary screen, cell-based, multiplex, flow cytometry, ABCG2 counter-screen; ATP-dependent translocase ABCB1 (Homo sapiens), P08183; CCRF-Adr cells, JC-1 efflux; inhibition, % at 6.6 µM; 190,000 tested, 0.067% active; in the data active = inhibition above about 40%;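 note: 0% = vehicle and 100% = reference inhibitor; higher value means more JC-1 retained so stronger ABCB1 efflux block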
Bcl-W Bim block = inhibitors of Bim binding to Bcl-W, primary screen, biochemical, multiplexed, bead-based flow cytometry | Bcl-2-like protein 2 (Homo sapiens), Q92843 | Bim peptide-Bcl-W binding | inhibition, % at 10 µM | 190,000 tested, 0.02% active | AID 952, 2007;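 note: 0% = bound tracer without compound and 100% = peptide blocker; higher means less fluorescent Bim peptide bound to Bcl-W beads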
Target sequence (Q92843 whole entry, looked up): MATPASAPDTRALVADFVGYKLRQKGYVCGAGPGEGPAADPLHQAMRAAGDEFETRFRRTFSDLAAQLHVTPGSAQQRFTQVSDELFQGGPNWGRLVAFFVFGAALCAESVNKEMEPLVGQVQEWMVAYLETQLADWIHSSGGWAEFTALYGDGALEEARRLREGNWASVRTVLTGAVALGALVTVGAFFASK
Bim-Bfl-1 = inhibitors of Bim binding to Bfl-1, primary screen, biochemical, multiplexed, bead-based flow cytometry; Bcl-2-related protein A1 (Homo sapiens), Q16548; Bim-Bfl-1 binding inhibition; inhibition, % at 10 µM; 190,000 tested, 0.12% active; AID 1008, 2008;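 note: 0% = wells without compound plus tracer and 100% = blocker peptide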
Bim-Bcl-XL = inhibitors of Bim-Bcl-XL binding, primary screen, biochemical, multiplexed, bead flow cytometry, human Bcl-XL; Bcl-2-like protein 1 (Homo sapiens), Q07817; Bim peptide-Bcl-XL binding, fluorescence; inhibition, % at 10 µM; 190,000 tested, 0.04% active
RGS8-Gao = RGS8-Galphao binding modulators, primary screen, biochemical, multiplexed bead flow cytometry; Guanine nucleotide-binding protein G(o) subunit alpha (Homo sapiens), P09471; actives lie on both sides; response (percent of control binding), % at 10 µM; 220,000 tested, 0.34% active; in the data active = response below about 60% or above about 140%; inactive = in between;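 note: Galphao activated as the GDP aluminium fluoride complex binding bead-coupled RGS8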
ABCG2 inh = ABCG2 efflux pump inhibitors, primary screen, multiplex with ABCB1, IgMXP3 cells, flow cytometry; JC-1 efflux; inhibition, % at 6.6 µM; 190,000 tested, 0.1% active; AID 1325, 2008;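 active = inhibition above 80%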;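 note: 0% = DMSO and 100% = nicardipine control wells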
Target sequence (Q9UNQ0 whole entry, looked up): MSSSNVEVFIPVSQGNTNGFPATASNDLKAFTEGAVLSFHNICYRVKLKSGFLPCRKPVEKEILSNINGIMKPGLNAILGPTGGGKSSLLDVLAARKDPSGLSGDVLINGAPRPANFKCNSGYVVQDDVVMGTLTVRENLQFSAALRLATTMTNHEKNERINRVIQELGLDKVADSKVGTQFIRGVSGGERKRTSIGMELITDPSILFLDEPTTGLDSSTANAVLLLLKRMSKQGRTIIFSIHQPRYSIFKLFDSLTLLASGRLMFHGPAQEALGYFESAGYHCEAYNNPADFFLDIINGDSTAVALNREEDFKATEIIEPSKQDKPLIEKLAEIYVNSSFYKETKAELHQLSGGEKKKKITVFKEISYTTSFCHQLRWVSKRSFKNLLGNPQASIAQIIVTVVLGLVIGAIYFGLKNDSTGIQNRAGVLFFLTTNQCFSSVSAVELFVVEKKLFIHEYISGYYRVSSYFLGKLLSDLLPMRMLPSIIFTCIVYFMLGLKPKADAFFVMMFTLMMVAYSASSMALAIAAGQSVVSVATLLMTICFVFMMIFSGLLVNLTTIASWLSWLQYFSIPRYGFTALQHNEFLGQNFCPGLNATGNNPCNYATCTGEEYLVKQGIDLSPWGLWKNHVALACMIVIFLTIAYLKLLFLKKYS
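Measure – % inhibition of efflux relative to nicardipine and DMSO · Test system – ABCG2 IgMXP3 and barcoded ABCB1 CCRF-Adr cell mix · Control set – nicardipine as high control, DMSO as low control · Compound – one concentration, 6.6 µM final · Signal – flow cytometry of retained JC-1 fluorescence · Timing – 10 min exposure at 25 °C with rotation, no wash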
Bim-Bcl-B = inhibitors of Bim-Bcl-B binding, primary screen, biochemical, multiplexed, human Bcl-2 family; Bcl-2-like protein 10 (Homo sapiens), Q9HD36; bead-based flow cytometry, Bim peptide-Bcl-B binding; inhibition, % at 10 µM; 190,000 tested, 0.073% active;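 note: 0% = tracer peptide without compound and 100% = reference inhibitor peptide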
Numbers without * were called inactive; ? = inconclusive. Cut-off read from the data, not from the text of the source, unless noted: active = inhibition above about 40%.

SMILES	RGS4-Gao reg	GSH bead fluor	RGS7-Gao	Bim-Bcl-2	ABCB1 block	Bcl-W Bim block	Bim-Bfl-1	Bim-Bcl-XL	RGS8-Gao	ABCG2 inh	Bim-Bcl-B
Cc1ccc2nc(NC(=O)CN3C(=O)C4CC=CCC4C3=O)sc2c1 (configuration not stated)	108	17	109	-3	0.6	-1	-1	-7	118	7	0
CCn1c(-c2ccccc2)c(C(=O)O)c2ccccc21	99	18	96	-14	0.5	21	-2	13	93	2	8
Nc1cc(OC(=O)c2cccs2)nn1S(=O)(=O)c1ccc(F)cc1	99	21	106	4	-1.0	-6	-8	-4	95	0	-4
CCOC(=O)C1(Cc2cccc(OC)c2)CCCN(Cc2nccn2CC)C1 (configuration not stated)	99	8	103	0	0.8	-1	-5	-3	101	0	-3
CC(C)CN(C(=O)COC(=O)Cc1c[nH]c2ccccc12)C1CCS(=O)(=O)C1 (configuration not stated)	100	21	100	-2	0.6	0	-1	3	99	2	0
Cc1ccc(CNC(=O)CCCC(=O)Nc2cc(C)on2)cc1	102	14	101	-3	0.0	-4	-7	-4	102	1	-8
CSc1ccc(C#N)cc1NC(=O)c1cccc(Cl)c1	98	20	102	-5	0.1	-4	-1	0	97	2	0
Cc1ccc(C(=O)N2CCN(c3ncccn3)CC2)o1	108	20	104	-2	0.7	-3	-3	-4	103	2	-3
CC1=C(C)CC(C(=O)Nc2cccc([N+](=O)[O-])c2)C(C(=O)O)C1 (configuration not stated)	101	6	101	-1	0.2	0	0	-6	101	-9	-3
Cc1cc2nnc(SC3CCCCN(C(=O)c4ccc(F)cc4)C3=O)n2c2ccccc12 (configuration not stated)	97	27	100	-11	4.0	-3	-18	-3	100	51	-15
CCCc1nc2n[nH]c(N)c2c2c1CCCC2	104	26	102	23	0.6	12	30	23	103	15	18
CCCCOC(=O)Nc1ccc(C)c(Cl)c1	93	29	90	0	0.7	-2	-2	-2	94	2	-4
Cc1nc2sccn2c(=O)c1CCN1CCC(=C(c2ccc(F)cc2)c2ccc(F)cc2)CC1	100	20	100	0	7.0	-5	0	-2	100	3	-7
O=C(Cn1c(COc2ccc(Cl)cc2)nc2ccccc21)NCC(F)(F)F	107	11	108	-6	1.0	-6	-3	-7	105	13	-6
CC1CCc2sc3nc(NCc4ccco4)n4ncnc4c3c2C1 (configuration not stated)	110	44	103	-8	0.6	0	-10	-9	105	2	-4
CC1(C)CC(=O)C2=C(C1)OC(N)=C(C#N)C2CCc1ccccc1 (configuration not stated)	98	21	99	0	0.4	-1	-3	-3	100	3	0
CCCN1CNC(=S)N(c2ccc(C(=O)OCC)cc2)C1	109	18	109	-4	0.5	-2	-12	-5	129	5	-2
CCCC12CN3CCN(CC(C3)/C1=N\NC(=O)c1ccc(F)cc1)C2	100	14	101	-2	0.4	-5	-6	-4	99	0	-7
Cc1cc(-c2ccc(Cl)cc2)oc(=O)c1NC(=O)c1ccccc1	100	17	96	-4	0.6	-4	-1	0	100	1	-3
COc1cc(S(=O)(=O)N(C)C)ccc1Br	86	46	86	-7	0.5	0	-13	0	92	2	-5
O=c1cc(CSc2nc3ccccc3c(=O)[nH]2)c2ccc(O)cc2o1	104	17	?	-4	0.1	2	-3	-2	103	2	0
COc1ccc(C(=O)OC(C)CN2CCOCC2)cc1OC (configuration not stated)	103	6	102	-2	0.2	7	-10	0	101	0	-1
Cc1cccc(NC(=O)c2cccc(Cn3cc(Br)c([N+](=O)[O-])n3)c2)c1C	98	16	96	0	0.6	-1	-1	4	97	3	0
Fc1ccccc1Nc1nc(-c2ccncc2)nc2ccccc12	101	18	101	-8	0.6	-14	-5	-11	106	6	-15
CC1CC(C)CN(C(=O)CSc2ccsc2[N+](=O)[O-])C1 (configuration not stated)	99	11	99	-1	0.6	2	-5	0	99	9	-1
Cc1ccc(Oc2ccc(-c3nnc(-c4ccccc4)o3)cc2[N+](=O)[O-])cc1C	101	9	98	-10	1.1	-2	-14	-7	101	11	-20
O=C(CCCn1cnc([N+](=O)[O-])n1)Nc1ccc(F)c(Cl)c1	101	15	98	-4	0.3	-5	-4	-3	104	2	-9
COc1cccc(C2=NO[C@@H]3C(=O)N(Cc4ccccc4)C(=O)[C@H]23)c1OC	95	8	98	2	1.9	1	-1	0	99	5	-2
CS(=O)(=O)c1ccc(C(=O)NCC2(N3CCCCC3)CCCCC2)cc1	104	6	104	3	0.0	-1	0	-3	102	4	-6
CCN(CC)C(=O)CC(c1ccc(F)cc1)c1ccc(OC(C)C)cc1 (configuration not stated)	97	13	98	-8	0.5	-3	-6	-5	101	0	-6
Cc1ccccc1NS(=O)(=O)c1cc(C(=O)NCCC2=CCCCC2)ccc1Cl	102	79	101	-5	2.2	-3	-6	-2	100	6	-4
C/C(=N/N=C1/NC(=O)CC(C(=O)Nc2ccccc2)S1)c1cccs1 (configuration not stated)	100	5	97	-1	0.0	-2	0	-7	100	4	-5
O=C(Nc1ccc(-c2csc(-c3ccccc3)n2)cc1)c1ccccc1Cl	101	60	101	-1	-0.3	-2	-5	0	99	1	-3
C=CCc1cccc(/C=N/NC(=O)CNc2cccc3ccccc23)c1O	103	10	104	0	-0.7	2	4	-2	97	-6	-1
Cn1c(=O)c(C(=O)COC(=O)c2cc(C(F)(F)F)nc3c(C(F)(F)F)cccc23)c(N)n(CC2CC2)c1=O	101	17	100	1	1.8	-3	4	-4	102	-2	-6
CCCn1c(N2CCN(CC(=O)c3c(C)n(C)c4ccc(OC)cc34)CC2)nc2c1c(=O)[nH]c(=O)n2C	96	9	96	0	3.1	-1	0	-4	97	9	-2

Next section; the last two above are carried over.
SMILES	RGS4-Gao reg	GSH bead fluor	RGS7-Gao	Bim-Bcl-2	ABCB1 block	Bcl-W Bim block	Bim-Bfl-1	Bim-Bcl-XL	RGS8-Gao	ABCG2 inh	Bim-Bcl-B
Cn1c(=O)c(C(=O)COC(=O)c2cc(C(F)(F)F)nc3c(C(F)(F)F)cccc23)c(N)n(CC2CC2)c1=O	101	17	100	1	1.8	-3	4	-4	102	-2	-6
CCCn1c(N2CCN(CC(=O)c3c(C)n(C)c4ccc(OC)cc34)CC2)nc2c1c(=O)[nH]c(=O)n2C	96	9	96	0	3.1	-1	0	-4	97	9	-2
CC(C)c1nc(SCC(=O)c2ccccc2)c2c(=O)n(C)c(=O)n(C)c2n1	102	20	106	0	-1.6	2	-7	-3	103	-1	0
O=S(=O)(c1ccc(N2CCN(Cc3ccc4c(c3)OCO4)CC2)nc1)N1CCOCC1	100	15	?	-2	0.0	-3	-8	-2	100	6	-4
CN(C(=O)CSCC(=O)O)C1CCCCC1	100	9	100	-13	0.3	-4	-13	-7	100	1	-8
CCSc1ncnc2c(C#N)c3n(c12)CCCCC3	99	54	96	0	0.0	1	0	-3	93	0	3
CC(=O)Nc1ccc(S(=O)(=O)N2CCN(Cc3ccccn3)CC2)cc1	102	36	102	-4	0.4	1	-4	-8	101	2	-8
O=C(CCCCn1c(=O)c2ccccc2n(Cc2ccc(F)cc2Cl)c1=O)NCc1ccco1	107	10	101	-8	4.7	2	-8	-2	106	12	-11
Cn1cc2cc(NC(N)=S)ccc2n1	98	20	103	-4	0.5	0	-2	0	100	2	-1
COC1=CCC2([N+](=O)[O-])CN(CC(=O)O)CC1([N+](=O)[O-])C2 (configuration not stated)	103	11	102	1	0.4	-2	0	-2	101	1	-1
Nc1ccc(C(=O)n2c3ccccc3c3ccccc32)cc1	98	16	100	-8	0.5	-4	-7	-6	98	2	-4
O=C1CC(c2ccc(S(=O)(=O)NCc3ccccc3)cc2)CN1 (configuration not stated)	95	26	95	3	1.0	5	8	7	89	3	7
COCCCNC(=O)c1ccc(Cn2c(=O)c3ccccc3n(Cc3ccccc3C#N)c2=O)cc1	100	16	100	-7	3.1	0	-11	-3	102	5	-7
COc1ccc(/C=N/NC(=O)C(C)n2cnc3ccccc3c2=O)cc1 (configuration not stated)	98	21	98	-2	-1.2	0	-1	-2	97	0	-6
COC(=O)c1ccc(-n2nnnc2SCc2ccccc2OC)cc1	102	14	102	-5	-0.5	-1	-2	-2	99	-1	-1
O=C(NCCN1CCOCC1)c1ccc(N2CCCC2)c([N+](=O)[O-])c1	100	14	?	0	0.7	0	-1	0	102	8	-1
CCC(c1nnnn1CCOC)N(Cc1cc2c(C)cc(C)cc2[nH]c1=O)CC1CCCO1 (configuration not stated)	104	18	100	-2	0.4	0	0	0	109	4	0
CN(C(=O)c1cc2n(n1)C(C(F)(F)F)CC(c1ccco1)N2)c1ccc(OC(F)(F)F)cc1 (configuration not stated)	96	14	89	-1	0.7	0	-2	2	98	2	0
Cc1ccc(C)c(N2CCN(C(=O)c3cn(C)c4ccc(S(=O)(=O)N(C)C)cc4c3=O)CC2)c1	100	25	100	-5	0.0	-1	-12	-2	101	2	-9
CC(=O)Nc1ccc(/C=C(\C#N)C(=O)NC2CCCCC2)cc1	100	18	102	1	0.8	2	-4	-2	106	4	0
CCOc1ccccc1NC(=O)N1CCC(NC(=O)c2ccccc2C)CC1	101	13	99	-1	0.3	0	0	-3	104	5	0
O=C(O)CCCNS(=O)(=O)c1ccccc1	106	12	108	-6	-0.2	-4	-3	-8	109	0	-4
CNC(=O)c1[nH]cnc1C(=O)N[C@@H](CCCCNC(=O)OC(C)(C)C)C(=O)OC(C)(C)C	98	17	98	-2	0.5	1	-4	1	96	7	0
Cc1cc(C)n2nc(SCC(=O)N3CCc4ccccc43)nc2n1	96	9	96	-2	1.7	-3	-8	-5	100	5	-8
C#CCNC(=O)C1=C[C@H](C(C)(C)C)C[C@H](OCc2ccc(CO)cc2)O1	102	21	101	-4	0.5	1	-3	0	103	0	-5
O=C(O)CCCC(=O)Nc1ccc(Br)cc1C(=O)O	102	24	100	-10	-0.3	0	-13	-4	102	-4	-2
CON1C(=O)C(=O)N(OC)C(C)(C)C1C (configuration not stated)	99	21	99	0	-0.1	1	0	0	100	0	-2
CC1=NN(C(=O)Cc2ccc([N+](=O)[O-])cc2)C(O)(c2ccccc2)C1 (configuration not stated)	100	25	101	-8	0.5	-1	-14	-3	100	5	-4
CCOc1ccccc1C(=O)NC(C)c1ccc2c(c1)OCO2 (configuration not stated)	102	16	105	-1	0.1	-1	1	0	100	1	1
CCN(CC)CCNC(=O)c1cn(-c2ccccc2)nc1-c1cccs1	106	14	106	0	0.4	3	-2	0	103	2	-2
